TROY signal inh: TROY signaling inhibition. Q293 LMP1-TROYcd NF-kB luciferase reporter, 4 h. inhibition, % at 10 µM. 360,000 compounds, 0.98% hits. AID 1347056;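 active = compounds whose plate-normalised and pattern-corrected inhibition of the luciferase reporter signal at the single screening dose is 50% or more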
Peg3 promoter: inhibitors of Peg3 promoter. HeLa PEG-Prom luciferase reporter, luminescence, overnight. inhibition, % at 20 µM. 360,000 compounds, 1.7% hits. AID 588405;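 active = inhibition of at least 50% at 20 µM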
NR2E3 ag-1: activates human photoreceptor nuclear receptor NR2E3; inhibition of corepressor binding, % at 4.78 µM; 320,000 compounds, 0.12% hits; Q9Y5X4; GST-NR2E3/biotin-RetCOR TR-FRET, 1536-well; AID 2300;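 active = percent inhibition above the cutoff of mean plus 3 SD of all tested compounds, set per screening campaign, cut at about 20% in these data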;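 note: 0% = DMSO wells and 100% = biotin wells as full block of FRET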
Target sequence (Q9Y5X4 whole entry, looked up): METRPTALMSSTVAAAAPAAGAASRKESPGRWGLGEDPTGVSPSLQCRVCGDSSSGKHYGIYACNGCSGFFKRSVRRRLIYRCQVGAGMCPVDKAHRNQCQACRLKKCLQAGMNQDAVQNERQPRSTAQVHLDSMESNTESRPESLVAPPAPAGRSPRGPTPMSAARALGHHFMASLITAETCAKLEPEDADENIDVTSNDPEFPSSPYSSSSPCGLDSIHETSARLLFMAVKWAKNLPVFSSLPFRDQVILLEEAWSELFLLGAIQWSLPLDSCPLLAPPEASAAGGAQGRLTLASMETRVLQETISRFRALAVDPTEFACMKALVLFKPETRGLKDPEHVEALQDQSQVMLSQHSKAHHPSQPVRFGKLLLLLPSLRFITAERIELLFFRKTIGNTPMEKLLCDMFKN
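Test system – NR2E3–RetCOR corepressor complex · Quantity – NR2E3 fusion 1.35 nM · Buffer or medium – Tris pH 7.5 · Incubation – Compound–protein incubation for 5 h at 4 °C · Technique – TR-FRET, Eu(K)-anti-GST donor, streptavidin-D2 acceptor, ex 340, em 617/671 nm · Evaluation – percent inhibition of 671/617 nm emission ratio versus biotin and DMSO controls · Plate – 1536-well format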
CF NFkB inh: inhibitors of cystic fibrosis induced NF-kB. KKLEB NF-kB-GFP reporter, PAF-induced, GFP fluorescence overnight. inhibition, % at 5 µM. 360,000 compounds, 0.86% hits. AID 588850;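 active = at least 50% inhibition at 5 µM, scaled per plate between neutral and stimulator controls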;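 note: PAF is a Pseudomonas aeruginosa culture filtrate used as stimulus; plate controls were PAF-stimulated DMSO wells for no effect and unstimulated DMSO wells for full effect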
Shn3 3UTR inh: inhibitors of Schnurri-3 3'UTR reporter in osteoblasts | Clone20 osteoblast Shn3 3'UTR firefly luciferase, 24 h | inhibition, % at 12.5 µM | 360,000 compounds, 0.52% hits;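 active = mean inhibition of at least 75% with every replicate also reaching 75%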;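 note: 0% = median of neutral control wells and 100% = pilot-screen positive control compound; some compounds past the cut are filed as inactive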
KKLEB tox: CF airway cell cytotoxicity counter-screen; AID 602141; activity change (cytotoxicity), % at 5 µM; 360,000 compounds, 0.36% hits; KKLEB CF airway cells viability, ATPlite luminescence, overnight; hits give low values; cells stimulated with P. aeruginosa culture filtrate;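 active = corrected activity change at or below -50% at 5 µM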
TRAIL sens C8: caspase-8 TRAIL sensitization. NB7+C8 cells + TRAIL, ATPlite viability luminescence. inhibition (viability loss, TRAIL sensitization), % at 10 µM. 360,000 compounds, 1% hits;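 active = compounds causing at least 50% loss of cell viability in the single-dose screen, relative to plate controls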
HIF-2a inh: inhibitors of HIF-2a | 786-0 RCC cells HIF-2a reporter, luciferase luminescence, overnight | AID 624352 | inhibition, % at 18.8 µM | 360,000 compounds, 0.72% hits;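 active = inhibition of the luminescence signal of 40% or more relative to plate controls, in a single-dose primary screen at 18.75 µM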
TRPM1 prom inh: MITF TRPM1 promoter inhibition in SK-MEL-5 cells; inhibition, % at 12.5 µM; SK-MEL-5 TRPM1 promoter luciferase, 24 h; 330,000 compounds, 0.83% hits;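 active = mean inhibition across replicates of 60% or more, whatever share of single replicates reaches that level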; note: values of inactives mirror those of a sister screen read the other way
NR2E3 ag-2: activates human NR2E3 receptor. AID 602229. 360,000 compounds, 0.35% hits. CHO-S Gal4-NCOR/VP16-NR2E3 two-hybrid, luciferase. inhibition of corepressor binding, % at 3.98 µM. Q9Y5X4;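 active = inhibition above the mean of all tested compounds plus 3 SD, cut at about 70% in these data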;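 note: 0% = DMSO with NR2E3 transfected cells and 100% = cells lacking NR2E3 construct; higher means lower luciferase signal from less NR2E3 corepressor binding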
TWEAK-Fn14 inh: blocks TWEAK-Fn14 interaction in a reporter cell assay; inhibition, % at 10 µM; 360,000 compounds, 2% hits; TWEAK-stimulated Fn14 reporter cells, luciferase luminescence, 8 h; in the data active = inhibition above about 50%
* = called active by the depositor; . = not tested or not shown; & = joins results of further samples. This is a subset, so the mix of outcomes need not match the whole.

Molecule	TROY signal inh	Peg3 promoter	NR2E3 ag-1	CF NFkB inh	Shn3 3UTR inh	KKLEB tox	TRAIL sens C8	HIF-2a inh	TRPM1 prom inh	NR2E3 ag-2	TWEAK-Fn14 inh
COc1ccccc1C(=O)NNC(=O)C(=O)NCc1ccccc1	17.8	-1.5	-0.8	-0.5	7.8	7.4	-4.8	15.1	14.4	-25.9	-9.4
CCCCOC(=O)n1ccc(C(=O)Nc2ccccc2OC)n1	-10.7	-26.2	-2.0	-1.3	-5.1	-7.4	4.0	-19.4	0.0	14.4	-0.2
COc1ccccc1CNC(=O)C1CCN(C(=O)NC2CCCCC2)CC1	-14.9	-0.2	3.8	7.6	-15.6	11.6	1.8	18.3	4.4	2.4	12.5
CCCC1(C(=O)O)NC(c2ccccc2O)C2C(=O)N(Cc3ccccc3)C(=O)C21 (stereo not given)	2.3	-5.8	1.3	-4.0	1.7	5.0	-2.6	0.7	2.2	-17.2	11.3
O=C(NCc1nnnn1-c1ccc(F)cc1)C1CC(=O)N(c2ccc(F)cc2)C1 (stereo not given)	-11.8	-4.3	3.9	16.2	-0.1	2.2	10.2	8.1	5.3	-3.3	1.4
O=C(CN(C1CCCCC1)S(=O)(=O)c1ccc(F)cc1)NCC1CCCO1 (stereo not given)	1.7	97.7*	.	90.8*	97.0*	-94.6*	94.5*	21.9	85.9*	16.3	47.3
CCOC(=O)C1CC(c2ccc(Cl)cc2)=NNC1=O (stereo not given)	2.5	9.6	4.8	2.6	12.8	7.0	-4.1	4.3	3.2	-2.8	4.3
CCOc1ccc(CN2CCN(Cc3ccc4cc(F)ccc4n3)CC2CCO)cc1 (stereo not given)	8.8	8.5	-0.8	-14.4	8.7	2.7	-1.6	12.7	27.2	-0.3	-0.7
CNC(=O)C1CC(=O)N(CCc2ccc(OC)c(OC)c2)C(=Nc2ccc(F)cc2)S1 (stereo not given)	2.3	18.3	5.1	-2.4	7.3	3.8	-4.7	14.0	-5.7	-22.9	-4.6
O=C(c1ccc(S(=O)(=O)N2CCCCCC2)cc1)N1CCN(Cc2ccccc2)CC1	1.2	10.2	0.7	-7.9	3.0	17.7	-4.7	12.9	-1.3	14.2	-5.8
COc1cccc(C(=O)COc2ccccc2-c2ccccc2)c1	-18.9	8.9	-0.9	15.8	-13.6	-5.1	-8.5	8.6	-2.7	-20.7	7.7
COCCNc1nc(Nc2ccc(C)cc2C)c2sc(-c3ccccc3)cc2n1	-15.0	34.3	.	17.6	4.5	-10.0	-1.9	6.6	.	-6.0	16.7
CC(NCC(=O)Nc1cc(S(=O)(=O)N2CCCCCC2)ccc1Cl)c1ccccc1 (stereo not given)	12.3	25.0	1.0	-7.3	64.1	-12.1	-1.7	7.3	16.2	-16.8	26.6
O=c1c2[nH]c3ccc(F)cc3c2ncn1Cc1ccncc1	5.6	-9.5	2.8	8.3	.	-14.5	18.7	-2.8	-5.3	5.5	-9.2
COc1ccc(/C=C2\SC(=O)N(CCCC(=O)Nc3ccc(C(=O)O)cc3)C2=O)cc1OC	-21.4	10.5	1.4	-18.2	-2.4	1.2	-6.8	13.2	-2.2	2.2	0.9
CC1(C)Cc2c(c(N3CCOCC3)nc3sc(C(N)=O)c(N)c23)CO1	11.4	8.8	1.4	18.6	8.6	-0.1	-14.4	30.2	-40.9	10.1	-14.6
Cc1ccc(Oc2cc(NC(=O)CCCn3nc([N+](=O)[O-])c(Cl)c3C)cc([N+](=O)[O-])c2)cc1	13.8	35.1	-0.1	-34.1	49.5	1.6	-8.2	16.1	6.5	3.6	21.7
COc1ccccc1Cn1c(C)nnc1-c1cnn(C)c1N	-9.8	-7.0	0.6	18.6	4.2	-1.2	-26.6	7.5	6.2	-2.8	7.4
CC(C)[C@@H]1COC(c2cccc(C3=N[C@H](C(C)C)CO3)n2)=N1	1.2	-5.1	0.7	3.2	-0.4	-22.2	16.4	8.7	0.8	-16.4	-8.9
CCOc1ccc(N(C(=O)c2snc(C(N)=O)c2N)C(CC)C(=O)NC2CCCC2)cc1 (stereo not given)	3.8	10.1	4.5	-3.6	-6.8	5.4	-7.5	7.8	5.6	-27.0	9.7
COc1ccc(OCc2cc(C(=O)N3CCSCC3)no2)c(Cl)c1	-75.9	-339.4	1.6	-42.5	-79.8	13.0	-11.5	-272.3	-91.9	-126.6	-18.5
O=C(N/N=C/c1cccc(O)c1)c1ccc(NC(=O)c2cccc([N+](=O)[O-])c2)cc1	-26.7	-19.4	1.6	-1.6	-15.4	6.1	-8.1	-12.0	4.5	17.9	2.9
CCCN1CCN(C(=O)C(C)n2nc(C)c3sc4ccccc4c3c2=O)CC1 (stereo not given)	13.6	10.8	-3.2	-2.2	7.5	-6.6	-9.6	5.3	-3.8	-15.7	5.2
COc1cccc(-c2cc(C(=O)N3CCN(c4ccc(F)cc4)CC3)no2)c1	2.6	-0.1	-3.0	9.7	2.1	0.4	5.1	-12.9	6.3	14.4	5.9

Ordered by value in TRPM1 prom inh (rising): 3 of the compounds above.
molecule	TRPM1 prom inh
CC1(C)Cc2c(c(N3CCOCC3)nc3sc(C(N)=O)c(N)c23)CO1	-40.9
COc1cccc(-c2cc(C(=O)N3CCN(c4ccc(F)cc4)CC3)no2)c1	6.3
COc1ccccc1C(=O)NNC(=O)C(=O)NCc1ccccc1	14.4

The list goes on.
Molecule	TROY signal inh	Peg3 promoter	NR2E3 ag-1	CF NFkB inh	Shn3 3UTR inh	KKLEB tox	TRAIL sens C8	HIF-2a inh	TRPM1 prom inh	NR2E3 ag-2	TWEAK-Fn14 inh
Cc1ncc(C[n+]2csc(CCO)c2C)c(N)n1	-4.1&-2.4	-6.3&-13.6	2.3&0.3	-10.6&19.4	-12.8&-4.9	6.9&9.0	4.1&3.7	-3.1&9.8	1.6&-3.3	-5.5&-6.7	8.4&-0.5
CCN(CC)CCNC(=O)c1ccc(NC(=O)c2ccc(-n3cncn3)c([N+](=O)[O-])c2)cc1	-0.9	-21.8	.	4.8	1.9	3.7	-6.0	1.3	.	-6.7	-17.9
COc1cccc(C(=O)c2cn(CC(=O)NCc3ccco3)c3nc(C)ccc3c2=O)c1	-3.1	4.4	-3.1	11.3	-17.5	-1.1	-7.6	-1.6	-1.6	-7.0	8.2
COc1ccc(F)cc1C(=O)C1CCCN(Cc2c(C)n(C)n(-c3ccccc3)c2=O)C1 (stereo not given)	9.2	4.8	6.6	-0.8	-23.5	5.7	-5.4	7.6	2.7	-21.4	11.1
Cc1cc(Br)c2[nH]cc(CCNC(=O)c3ccco3)c2c1	-33.7	-16.9	-1.3	-19.1	11.1	-7.4	-3.7	-21.5	-2.3	23.8	-2.0
COc1ccc(C2(c3ccc(OC)cc3)NC(=O)N(CC(=O)Nc3ccc(C(=O)N(C)C)cc3)C2=O)cc1	4.3	-8.2	0.4	11.1	8.1	-0.8	-7.3	13.8	5.6	-12.9	13.3
Cc1ccc(S(=O)(=O)C2(C(=O)N3CCCC(C)C3)CC2)cc1 (stereo not given)	-4.7	13.6	-0.7	-11.5	6.7	4.2	-2.2	-3.8	-4.2	-5.6	2.9
CN1C/C(=C/c2cccs2)C(=O)/C(=C\c2cccs2)C1	5.4	-85.5	3.2	-6.0	-22.2	-0.7	7.1	-18.9	-13.4	-5.6	0.3
COC(=O)c1ccc(NC(=O)CCn2cccc2)cc1	-5.5	-16.0	0.5	-15.4	0.1	-2.3	-14.3	-29.4	-4.8	-2.8	13.8
O=C(CNC(=O)c1ccco1)OCc1ccc(C(=O)c2ccccc2)cc1	11.7	-13.4	3.7	7.8	-8.4	11.5	-2.5	-8.5	-1.7	-21.6	25.1
O=C(CCCn1c(=O)oc2ccccc21)N1CCc2ccccc2C1	-37.8	-21.0	1.2	-0.4	-5.8	-5.5	16.3	-101.9	8.8	-35.6	-14.2
CCOC(=O)c1ccc(N2C(=O)C(O)=C(C(C)=O)C2c2ccc(O)c(OC)c2)cc1 (stereo not given)	-22.7	-5.6	-2.5	5.2	-10.7	1.7	-8.5	-2.0	-7.2	-13.8	-2.5
Cc1cccc(C)c1NC(=O)CN(c1ccccn1)S(=O)(=O)c1ccc(F)cc1	-10.4	-3.3	1.0	15.4	-0.4	-16.1	3.8	11.6	-5.8	-3.7	9.1
Cc1cc(C)nc(/N=C2\NC(=O)CC(C(=O)O)N2CCc2c[nH]c3ccccc23)n1 (stereo not given)	-7.0	-1.8	-1.7	0.6	3.7	-10.7	10.5	10.8	.	-62.5	19.5
CC1(C)CC(CC(=O)Nc2ccc([N+](=O)[O-])cc2)C(=O)O1 (stereo not given)	2.9	12.8	0.1	1.4	-18.5	-6.4	-3.5	12.8	4.7	-1.8	-14.0
CC(=O)c1cccc(N(C(=O)c2ccco2)C(C(=O)NC2CCCC2)c2ccc(N3CCOCC3)cc2)c1 (stereo not given)	-8.6	2.3	-1.1	-1.3	-7.4	-6.1	-6.1	12.2	3.1	-7.2	-3.4
O=S(=O)(c1ccc(C(F)(F)F)cc1)N1CCN(CCOc2ccccc2)CC1	12.2	12.2	.	7.3	0.2	-1.0	-6.6	-4.1	20.9	17.9	-1.6
Cc1c(C(=O)Nc2ccc(F)cc2)sc2ncn(CC(=O)N3CCCCC3)c(=O)c12	-3.4	9.6	-3.4	2.2	6.7	15.9	9.0	-0.5	15.0	-19.1	-7.0
COC(=O)CSc1nnc(-c2cccnc2)n1C	5.5	5.1	-3.1	-0.7	19.4	-5.9	-5.1	13.0	1.9	18.8	-12.1
COc1ccc(Cc2nc3ccc(C(=O)N4CCC(N(C)C)C4)cc3o2)cc1 (stereo not given)	-3.3	6.3	1.5	-2.7	6.4	-1.0	-3.5	-27.9	2.5	-20.4	-34.3
Cc1cc(C)c(C#N)c(SCCN2CCCCC2)n1	0.7	-6.2	.	3.9	3.7	-5.3	0.3	-6.0	-10.1	-20.1	17.5
CCCCCCCCCCCCN1[C@@H](CC(C)=O)c2cc(F)cc(F)c2S1(=O)=O	6.1	6.7	0.6	9.5	38.3	-9.0	12.0	7.4	-10.3	-37.2	15.7
COc1ccc(C(=O)NCCOC(C)C)cc1OC1CCN(C(C)=O)CC1	4.5	3.0	-1.1	-11.3	2.2	-2.5	-11.4	10.8	-10.7	-0.3	-7.6
COc1cccc(-c2nc(CS(=O)CC(=O)NCCc3ccccc3)c(C)o2)c1 (stereo not given)	4.3	-34.8	-1.5	-26.9	-41.5	10.8	19.5	-36.9	7.9	6.7	4.0

Screens deposited in PubChem by several laboratories.
